Compound activity as filed in PubChem BioAssay.
ATXN2 expr inh: Primary qHTS for Inhibitors of ATXN expression; HEK-293 ATXN2-luciferase reporter, luminescence, 24 h; Potency, µM (series often up to 57 µM), for the others: at the highest dose activity change, negative = inhibition, usual class: inhibitors; actives 0.72% (n = 360,000); also: % is scaled to controls: 0 for no effect and ±100 for the full control effect; nearly all actives have a fitted effect of over 55% in size
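qHTS (up to 57 uM final) was run with 24 h compound exposure of reporter cells at 37 °C. Each well was multiplexed: SteadyGlo luminescence measured ATXN2-luciferase expression after a fluorogenic Gly-Phe-AFC viability readout (25 uM final).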
HepG2 tox: qHTS for Inhibitors of TGF-b: Cytotox Counterscreen | HepG2 CAGA-GFP viability, ATP luminescence, 18 h | Potency, µM (highest dose often 46.1 µM), without a hit: top-dose activity change, negative = cytotoxicity, actives largely listed as cytotoxic | actives 0.76% (n = 410,000) | AID 588856, 2011; also: some results filed as inactive show a strong effect at the top dose
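HepG2 CAGA-GFP cells (1000/well, DMEM with 1% FBS) received compound, then TGF-beta at 500 pg/mL final, and were incubated 18 hours at 37 degrees C. Viability was read by CellTiter-Glo luminescence. Media-only wells were set as complete cell-killing and DMSO as no toxicity.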
A549 viability: Nrf2 qHTS screen for inhibitors: counterscreen for cytotoxicity; A549 ARE-Fluc cells, CellTiter-Fluor viability, 18-24 h; Potency, µM (series often up to 46 µM), without a hit: at the top dose activity change, negative = cytotoxicity, most hits filed as inhibitors; actives 0.16% (n = 390,000); also: % is scaled to controls: 0 for no effect and ±100 for the full control effect
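Cytotoxicity counterscreen: CellTiter-Fluor fluorescence was measured in A549 ARE_Fluc cells after 18-24 h of compound exposure in a concentration series. The subsequent BugLite luminescent read reports ARE-luciferase activity.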
EPAC2 antagonist: qHTS for Antagonist of cAMP-regulated guanine nucleotide exchange factor 2 (EPAC2): primary screen; EPAC2 GEF exchange of Rap1B-BODIPY-GDP, fluorescence; Potency, µM (series often up to 114 µM), without a hit: at the top dose activity, negative = inhibition, actives largely listed as inhibitors; actives 0.18% (n = 360,000); also: % is scaled to controls: 0 for no effect and ±100 for the full control effect; nearly all actives have a fitted effect of over 45% in size; many of its hits are not listed in these tables
Target sequence (Q8WZA2 whole entry, looked up): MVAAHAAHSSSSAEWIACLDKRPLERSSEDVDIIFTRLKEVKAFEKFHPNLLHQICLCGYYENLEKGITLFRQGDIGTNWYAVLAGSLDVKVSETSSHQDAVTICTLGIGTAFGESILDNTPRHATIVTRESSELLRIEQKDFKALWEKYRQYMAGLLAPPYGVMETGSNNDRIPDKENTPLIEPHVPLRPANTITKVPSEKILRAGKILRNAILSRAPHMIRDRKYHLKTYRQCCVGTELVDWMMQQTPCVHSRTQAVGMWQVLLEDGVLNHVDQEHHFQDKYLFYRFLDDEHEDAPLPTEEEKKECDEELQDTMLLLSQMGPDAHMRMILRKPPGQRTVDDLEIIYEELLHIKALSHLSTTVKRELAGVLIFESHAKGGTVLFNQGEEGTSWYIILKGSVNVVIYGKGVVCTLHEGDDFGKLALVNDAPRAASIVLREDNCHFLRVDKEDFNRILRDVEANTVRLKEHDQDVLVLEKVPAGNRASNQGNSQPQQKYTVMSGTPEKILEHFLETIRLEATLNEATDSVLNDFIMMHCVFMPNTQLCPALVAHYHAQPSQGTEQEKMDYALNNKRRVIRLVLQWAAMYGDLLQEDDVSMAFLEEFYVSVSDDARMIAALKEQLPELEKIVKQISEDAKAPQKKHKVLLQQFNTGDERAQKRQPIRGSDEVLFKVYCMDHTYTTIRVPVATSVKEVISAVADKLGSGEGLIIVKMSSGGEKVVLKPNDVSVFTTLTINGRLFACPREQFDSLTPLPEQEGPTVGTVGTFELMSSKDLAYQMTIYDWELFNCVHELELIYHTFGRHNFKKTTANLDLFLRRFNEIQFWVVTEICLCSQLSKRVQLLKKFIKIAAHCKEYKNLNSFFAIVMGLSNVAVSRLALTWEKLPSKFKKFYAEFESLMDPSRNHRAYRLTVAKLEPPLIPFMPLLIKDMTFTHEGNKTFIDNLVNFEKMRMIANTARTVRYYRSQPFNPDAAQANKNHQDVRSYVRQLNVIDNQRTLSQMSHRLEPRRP
Nrf2 ARE act: qHTS of Nrf2 Activators; AREc32 ARE-luciferase reporter (MCF7-derived line), luminescence, 24 h; Potency, µM (titrated, usually from 46.1 µM), for the others: at the highest dose activation, hits mostly activators; actives 0.31% (n = 410,000); also: % of control where 0% means no effect; nearly all actives have a fitted effect of over 65% in size
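ARE-driven firefly luciferase activity in AREc32 cells measured after a 24 hr compound exposure at 37 deg C, using Steady-Glo reagent and a 30 min room-temperature hold.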
Nrf2 block: Nrf2 qHTS screen for inhibitors; A549 ARE-Fluc reporter, luciferase luminescence, 18-24 h; Potency, µM (series often up to 46 µM), inactives show top-dose activity change, negative = inhibition, most hits filed as inhibitors; actives 2.1% (n = 360,000); AID 504444, 2011; also: % is scaled to controls: 0 for no effect and ±100 for the full control effect; nearly all actives have a fitted effect of over 60% in size
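A549 ARE_Fluc cells (5000/well, 5% FBS OPTI-MEM) pre-incubated 2 h, then treated with compounds 18-24 h at 37C/5% CO2 in concentration-response. CellTiter-Fluor viability read first; BugLite luciferase luminescence after 15 min at room temperature gives Nrf2 activity.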
TGFb inhibitor: qHTS for Inhibitors of TGF-b | HepG2 CAGA-GFP TGF-b/SMAD3 reporter, GFP fluorescence, 18 h; TGF-beta stimulated, 500 pg/mL final | Potency, µM (doses to about 46.1 µM), without a hit: at the highest dose activity, negative = inhibition, most hits filed as inhibitors | actives 1.2% (n = 410,000); also: % is scaled to controls: 0 for no effect and ±100 for the full control effect; nearly all actives have a fitted effect of over 65% in size
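Smad-responsive CAGA-GFP expression was quantified in HEPG2 cells exposed to compounds and 500 pg/mL final TGF-beta for 18 h at 37 degrees C; unstimulated wells defined full inhibition.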
ATXN viability: Viability Counterscreen for Primary qHTS for Inhibitors of ATXN expression. actives 0.49% (n = 400,000). S2 cells (HEK-293 line with an ATXN2-luciferase reporter) viability, CellTiter-Fluor protease fluorescence, 24 h. Potency, µM (highest dose often 56.7 µM), hits mostly cytotoxic; also: nearly all actives have a fitted effect of over 40% in size
MCF10A rereplic: A quantitative high throughput screen for small molecules that induce DNA re-replication in MCF 10a normal breast cells. MCF 10A DNA re-replication, Hoechst nuclear intensity, 48 h. Potency, µM (highest dose often 46.1 µM), for the others: at the highest dose activity, positive = re-replication, hits mostly activators. actives 2.9% (n = 350,000); also: % of control where 0% means no effect; nearly all actives have a fitted effect of over 50% in size
* marks the source's active call; other numbers are inactive results; i = inactive; ? = inconclusive; . = no result given; & = joins results of further samples; [ ] = remark or other dose. Calls follow the shape of the dose curve; as a rule, active = well fitted curve in the direction sought with a large enough effect; inconclusive = small, poorly fitted or top-dose-only effect, or another doubt; inactive = no such curve, though single readings can be large; an effect the other way counts as inactive or inconclusive. Potency is read from the fitted curve at half-maximal effect. Only part of the results is shown (hit frequency here may not be typical).

SMILES	ATXN2 expr inh	HepG2 tox	A549 viability	EPAC2 antagonist	Nrf2 ARE act	Nrf2 block	TGFb inhibitor	ATXN viability	MCF10A rereplic
O=C(/C=C/c1cccc([N+](=O)[O-])c1)N1CCN(c2ccccn2)CC1	-1.9%	-10.6%	1.3%	-25.5%	0.0%	-7.5%	-1.4%	i	-2.1%
Cc1ccc2ncccc2c1NS(=O)(=O)c1ccccc1	?	18.9%	-0.3%	9.1%	0.5%	-22.3%	-12.0%	i	1.6%
O=C(c1ccccn1)N1CCCC(N2CCN(c3ccc(F)cc3)CC2)C1 (configuration not stated)	13.5%	9.6%	-1.2%	2.8%	-0.2%	9.9%	6.3%	i	2.3%
CC(=O)c1nnn(-c2nc(C#N)nc(N3CCOCC3)n2)c1C	.	20.2%	1.4%	.	.	8.4%	7.9%	.	.
Nc1c(N(CCC2=CCCCC2)C(=O)c2ccco2)c(=O)[nH]c(=O)n1Cc1ccccc1	-13.2%	0.0%	-4.4%	6.6%	0.1%	3.7%	?	?	15.1%
CCc1nc(SCC(=O)O)c(C#N)cc1C	5.1%	4.4%	2.1%	-3.8%	0.2%	6.8%	-8.4%	i	-0.9%
Cc1cccc(NC(=O)CSc2nc(=O)n3ccccc3n2)c1C	2.1%	4.7%	-1.2%	-3.9%	-0.7%	-1.3%	1.3%	i	-0.4%
NC(c1csc(Nc2cc(NCc3ccco3)ncn2)n1)c1ccccc1Cl (configuration not stated)	-31.5%	-45.4%	.	10.8%	-1.6%	.	?	?	.
Cc1oc2c(c1C(=O)Nc1ccc(F)c(F)c1)C1=NCCN1C=N2	-3.8%	-10.7%	-2.0%	.	-0.3%	16.3%	?	i	.
CC(OC(=O)/C=C/c1ccccc1Cl)C(=O)NC1CCCCC1C (configuration not stated)	-4.7%	2.3%	-0.7%	-10.3%	0.8%	2.3%	5.0%	i	7.7%
CCc1ccc(NC(=S)N2CCC(NC(=O)c3ccccc3OC)CC2)cc1	-15.9%	-0.5%	1.4%	7.6%	4.0%	5.4%	0.0%	i	15.9%
Cc1ccc(NC(=O)CNC(=O)Cn2c(C)cc3ccccc3c2=O)cc1F	11.3%	6.0%	0.2%	.	0.3%	-2.4%[9.27 µM]	-15.1%	i	.
CCOC(=O)C1(C)CCN1C(=O)c1cccc(OC)c1 (configuration not stated)	1.6%	7.6%	.	3.9%	-0.5%	.	9.8%	i	.
CCOC(=O)C(CSCC(=O)c1ccc(Cl)cc1Cl)NC(=O)OC(C)(C)C (configuration not stated)	-3.8%	2.5%	-8.2%	-9.1%	8.0%	-9.8%	-1.8%	i	8.7%
CCCSc1nnc(CSc2nc(C)cc(C)n2)n1C	-22.3%	-9.6%	4.3%	2.4%	-0.5%	?	12.1%	i	-0.5%
CC(O)(c1cccc(F)c1)c1nc(-c2ccc(Cl)cc2)cs1 (configuration not stated)	1.5%	-57.8%	.	-9.4%	-0.5%	.	?	?	.
COc1cc(S(=O)(=O)NCc2cccnc2)c(OC)cc1Br	3.0%	-11.6%	13.2%	-2.5%	-0.5%	-3.5%	2.2%	i	?
CC(C)[C@H](NC(=O)NCc1ccc(F)cc1)C(=O)O	.	11.2%	-1.8%	2.1%	-0.4%	1.2%	2.5%	i	-1.2%
CC(=O)Nc1cccc(C(=O)NC(C)c2ccc(-n3ccnc3)cc2)c1 (configuration not stated)	-0.6%	-4.7%	-0.8%	-0.2%	0.0%	-25.2%	5.7%	i	2.7%
Cc1ccccc1/C=N/Nc1nc2ccccc2[nH]1	30.1%	-17.2%	-1.2%	5.1%	5.3%	?	-22.7%	i	?
O=C(N/N=C\c1cccnc1)c1ccc(Br)s1	4.6%	-11.4%	-1.4%	4.8%	7.5%	-3.9%	-4.3%	i	-10.3%
COc1ccccc1NC(=O)C1=C(C)NC(=O)NC1c1ccc(C)s1 (configuration not stated)	-24.1%	3.8%	-1.1%	7.0%	-0.7%	10.0%	?	?	-4.7%
CCc1ccc(OCCCC(=O)Nc2ccc(S(N)(=O)=O)cc2)cc1	-22.0%	2.1%	0.1%	7.6%	0.5%	-0.5%	?	i	15.7%
Cc1ccc(S(=O)(=O)N2CCN(C(=O)c3ccccc3-c3nc4ccccc4s3)CC2)c(C)c1	-1.4%	10.3%	5.3%	-9.3%	-0.1%	5.9%	8.2%	i	1.6%
COc1ccc(/C(O)=C2/C(=O)C(=O)N(CC3CCCO3)C2c2cccc(O)c2)cc1 (configuration not stated)	-6.4%	-2.7%	8.5%	-0.1%	-0.6%	1.9%	13.1%	i	16.5%
O=C(COC(=O)Cc1ccccc1F)NNC(=O)c1ccc(Cl)cc1	12.1%	0.0%	-0.9%	13.2%	-0.1%	1.8%	1.4%	i	0.0%
COc1ccc(CNC(=O)C2CCN(C(=O)N3CCOc4ccc(C)cc43)CC2)cc1	-2.4%	3.0%&-14.0%	-14.0%&1.9%	-0.8%	-0.8%&5.1%	-8.4%&-31.5%	21.5%	i	2.0%
CC1(c2ccccc2)NC(=O)N(CC(=O)Nc2ccccc2C(=O)N2CCCCC2)C1=O (configuration not stated)	-0.6%	0.0%	-3.8%	-3.4%	-0.3%	1.3%	5.0%	i	-0.6%
COc1ccc(C(=O)N(c2ccc(C)cc2)C2C=CS(=O)(=O)C2)cc1OC (configuration not stated)	0.9%	1.1%	-6.4%	2.8%	-0.3%	0.0%	17.0%	?	-0.1%
O=C(c1ccccc1)c1ccc2nc(Nc3cc(Cl)ccc3O)c3nncn3c2c1	.	-15.4%	9.3%	.	2.4%	13.2%	-16.4%	.	.
COc1ccc(N2CCN(CCCNC(=O)c3c(C)nn(-c4ccc(F)cc4)c3-n3cccc3)CC2)cc1	-2.6%	-33.4%	-13.9%	.	2.9%	?	?	i	.
Cn1nc(C(=O)OCC(=O)Nc2ccc3ccccc3c2)c2ccccc2c1=O	1.7%	2.4%	-2.0%	-2.1%	5.1%	4.1%	?	i	1.8%
Cc1nc2ccn(Cc3cccs3)c(=O)c2cc1C(=O)N1CCN(c2ccccc2)CC1	-8.2%	-15.4%	-0.2%	.	0.3%	-25.6%	-29.2%	i	.
CCNCCC(=O)N1c2ccccc2Sc2ccc(NC(=O)OCC)cc21	-17.9%	-48.3%	-6.5%	3.3%	5.3%	.	-4.5%	i	-0.8%
CC1=C(C(=O)Nc2ccccc2C(=O)NC2CCCCC2)SCCO1	5.0%	-2.4%	5.3%	-1.2%	-0.4%	-8.8%	-2.3%	i	15.4%
Cc1noc(C)c1S(=O)(=O)N(C)Cc1ccccc1	-14.5%	-0.8%	0.9%	-2.8%	-0.5%	-7.5%	16.3%	i	-1.3%
CN(CC(=O)NCCc1ccc(F)cc1)Cc1cccc(Cl)c1	-10.0%	-6.0%	4.2%	?	2.3%	0.5%	-24.8%	i	-37.7%[inhibitor]
COc1ccc(Cn2c(=O)c3cccnc3n(CC(=O)Nc3c(C)cc(C)cc3C)c2=O)cc1	1.0%	2.5%	-1.5%	.	-0.8%	0.4%	6.7%	i	.
Cc1nn2c(=O)cc(COC(=O)COc3ccccc3C)nc2s1	11.2%	-30.1%	3.5%	.	-1.2%	11.8%	-19.2%	i	.
O=[N+]([O-])c1ccc(N2CCN(c3ccccc3O)CC2)cc1	14.2%	12.2%	-10.4%	0.5%	0.5%	-9.7%	8.0%	i	-0.8%
CCn1cnc2scc(-c3ccccc3)c2c1=O	0.4%	-15.0%	-4.7%	2.2%	-0.2%	3.4%	-3.6%	i	-2.2%
Cc1cccc(NC(=O)c2cccc(NC(=O)c3ccco3)c2)c1C	2.5%	-28.1%	-0.6%	-0.4%	0.5%	?	-2.0%	i	13.4%
NNC(=S)NCc1ccco1	-10.5%	-7.2%	17.9%	-1.2%	0.5%	13.2%	-0.5%	i	8.0%
COc1ccc(NC(=O)Cn2c(-c3ccc(OC)cc3)cn(-c3ccc(C)cc3)c2=O)cc1	47.5%[activator]	-0.9%	-16.1%	-9.6%	3.0%	15.4%	0.0%	i	4.3%
